Abeta yeast res: qHTS for compounds that reverse cellular toxicity of Amyloid beta (A-beta) peptide in yeast: Primary Screen | yeast expressing A-beta42, growth rescue, OD600, 48 h; response scale: 0% DMSO, 100% iron-clioquinol control | Potency, µM (highest dose often 46.1 µM), without a hit: at the top dose growth rescue, actives largely listed as activators | 410,000 tested, 0.063% active; note: potency is the fitted concentration of half-maximal effect; nearly all actives have a fitted effect of over 55% in size
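Yeast A-beta toxicity model in growth medium with pinned compounds, 48 h at 30 C; growth read as absorbance at 600 nm. Normalized to FeCl3/clioquinol equimolar mix (positive) and DMSO (negative).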
FUS suppressor: qHTS for Suppressors of FUS Proteinopathy: Primary screen using FUS-linked yeast assay; S. cerevisiae FUS-expressing, growth rescue, OD600, 24 h; Potency, µM (series often up to 76.6 µM), for the others: top-dose growth rescue (activation), usual class: activators; 390,000 tested, 0.24% active; AID 1347120, 2019;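 note: potency is the fitted concentration of half-maximal effect; plate controls were DMSO vehicle for no effect and reference control for full effect; nearly all actives have a fitted effect of over 55% in size; some results filed as inactive show a strong effect at the top dose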
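S. cerevisiae expressing FUS from galactose induction served as the toxicity model. Growth after 24hr at 30C, read as absorbance at 600 nm, indicates suppression of toxicity; compounds dosed at several concentrations.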
EPAC1 agonist: qHTS for Agonist of cAMP-regulated guanine nucleotide exchange factor 3 (EPAC1): primary screen | 360,000 tested, 0.073% active | Potency, µM (series often up to 154 µM), without a hit: at the top dose activation, actives largely listed as activators | EPAC1 agonist qHTS, biochemical assay; response scale: 100% = response to 6.5 mM cAMP | Rap guanine nucleotide exchange factor 3 (Homo sapiens), O95398; note: potency is the fitted concentration of half-maximal effect; nearly all actives have a fitted effect of over 60% in size
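Nucleotide exchange by EPAC1 (100 nM) on Rap1B–BODIPY-GDP (250 nM) in the presence of 50 uM GDP is tracked fluorescently at 480/540 nm over 30 min. Signals are normalized to a 6.5 mM cAMP control.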
WRN inhibitor: qHTS for Inhibitors of WRN Helicase. Bifunctional 3'-5' exonuclease/ATP-dependent helicase WRN (Homo sapiens), Q14191. WRN helicase unwinding, fluorescent forked duplex, kinetic. Potency, µM (top dose mostly 114 µM), inactives show top-dose activity change, negative = inhibition, actives largely listed as inhibitors. 360,000 tested, 0.46% active. AID 651768, 2012; note: potency is the fitted concentration of half-maximal effect; % is set by controls: 0 for no effect and ±100 for the full control effect; nearly all actives have a fitted effect of over 55% in size
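Kinetic fluorescence helicase assay: unwinding of a quenched forked DNA duplex (100 nM final) with 2 mM ATP final raises red fluorescence (525/598 nm). Compounds sat 15 min at room temperature with 20 nM WRN beforehand.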
aSyn yeast inh: qHTS of alpha-syn Inhibitors; Yeast expressing alpha-synuclein, growth rescue, BacTiter-Glo, 24 h; Potency, µM (series often up to 46.1 µM), inactives show top-dose growth rescue (activation), actives largely listed as activators; 370,000 tested, 0.14% active; note: potency is the fitted concentration of half-maximal effect; % of control where 0% means no effect; nearly all actives have a fitted effect of over 65% in size
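Screening used galactose-induced yeast with toxic alpha-synuclein levels, exposed to compound for 24 hr at 30 deg C. Cell growth, read with BacTiter-Glo luminescence, gave the measured signal.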
IL-2 act: qHTS of IL-2 Activators; 360,000 tested, 0.065% active; IL-2 activation reporter assay, cell-based qHTS; stimulated with anti-CD3/CD4/CD28 beads; in transgenic mouse T cells; activation, % (series mostly up to about 46 µM); in the data active = activation above about 50%; inconclusive = mostly about 30% to 49%; note: 0% is about no effect
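Unstimulated transgenic mouse T cells, 750 per well, received compound and, after 60 minutes, anti-CD3/anti-CD4 bead plus anti-CD28 stimulation. EGFP and DsRed were quantified after 18 hours.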
PI5P4Ka inh: qHTS for Inhibitors of phosphatidylinositol 5-phosphate 4-kinase (PI5P4K); Phosphatidylinositol 5-phosphate 4-kinase type-2 alpha (Homo sapiens), P48426; PI5P4Kalpha enzyme, ADP-Glo luminescence, 60 min; stronger effect = lower value; max response, %; 330,000 tested, 1.2% active; active = max response of -50% or lower; inconclusive = between -30% and -50%; inactive = -30% or higher; note: value at the top dose of about 77 µM; % is set by controls: 0 for no effect and ±100 for the full control effect
Target sequence (P48426 whole entry, looked up): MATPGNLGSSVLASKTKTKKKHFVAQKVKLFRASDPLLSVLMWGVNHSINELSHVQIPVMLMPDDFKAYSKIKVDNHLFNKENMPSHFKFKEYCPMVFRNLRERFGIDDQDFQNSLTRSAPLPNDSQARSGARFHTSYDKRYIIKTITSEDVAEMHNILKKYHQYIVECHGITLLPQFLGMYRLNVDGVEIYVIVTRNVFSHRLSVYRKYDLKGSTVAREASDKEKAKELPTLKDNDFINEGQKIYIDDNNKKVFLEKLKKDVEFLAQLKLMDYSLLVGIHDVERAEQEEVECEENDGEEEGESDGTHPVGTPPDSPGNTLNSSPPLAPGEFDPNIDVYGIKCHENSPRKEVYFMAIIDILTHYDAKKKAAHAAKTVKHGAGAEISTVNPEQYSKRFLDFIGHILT
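Enzyme plus substrate dispensed, test compounds pinned in, then ATP (5 microM final) added. After 60 min at RT, ADP-Glo reagent 1 for 45 min and reagent 2 for 30 min preceded luminescence imaging.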
PLK1 PBD inh: qHTS for Inhibitors of PLK1-PDB (polo-like kinase 1 - polo-box domain): Primary Screen. Serine/threonine-protein kinase PLK1 (Homo sapiens), P53350. Plk1 PBD binding of FITC phosphopeptide, fluorescence polarization. Potency, µM, for inactives: max response, negative = inhibition, usual class: inhibitors. 360,000 tested, 2.8% active. AID 720504, 2013; note: potency is the fitted concentration of half-maximal effect; series mostly up to about 57 µM; % is set by controls: 0 for no effect and ±100 for the full control effect; nearly all actives have a fitted effect of over 65% in size
Target sequence (P53350 whole entry, looked up, the tested form may be a part): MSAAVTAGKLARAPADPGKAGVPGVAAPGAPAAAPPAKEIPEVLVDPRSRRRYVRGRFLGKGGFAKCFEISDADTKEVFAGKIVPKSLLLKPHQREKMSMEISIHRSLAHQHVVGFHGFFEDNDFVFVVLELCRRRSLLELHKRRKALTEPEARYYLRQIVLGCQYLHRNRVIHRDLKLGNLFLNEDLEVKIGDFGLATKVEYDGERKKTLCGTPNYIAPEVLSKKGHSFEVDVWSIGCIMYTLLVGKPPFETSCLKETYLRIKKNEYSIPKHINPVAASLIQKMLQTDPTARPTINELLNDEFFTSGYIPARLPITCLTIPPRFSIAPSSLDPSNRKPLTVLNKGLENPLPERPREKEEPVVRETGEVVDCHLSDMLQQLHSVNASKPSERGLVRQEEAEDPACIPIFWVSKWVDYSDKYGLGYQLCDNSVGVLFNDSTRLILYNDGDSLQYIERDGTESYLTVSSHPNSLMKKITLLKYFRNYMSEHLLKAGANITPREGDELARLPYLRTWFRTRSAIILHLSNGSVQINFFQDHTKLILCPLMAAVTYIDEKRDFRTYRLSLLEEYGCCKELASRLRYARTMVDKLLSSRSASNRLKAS
EPAC1 antagonist: qHTS for Antagonist of cAMP-regulated guanine nucleotide exchange factor 3 (EPAC1): primary screen; Rap guanine nucleotide exchange factor 3 (Homo sapiens), O95398; EPAC1 GEF assay, Rap1b-BODIPY-GDP exchange fluorescence; Potency, µM (series often up to 115 µM), without a hit: at the highest dose activity change, negative = inhibition, most hits filed as inhibitors; 360,000 tested, 0.14% active; AID 720709, 2013;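 note: potency is the fitted concentration of half-maximal effect; plate controls were vehicle for no effect and positive control for full effect; nearly all actives have a fitted effect of over 50% in size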
* = called active by the depositor; ? = inconclusive; nt = no result given; [ ] = dose if it differs, or a comment. Unless noted, calls come from the whole dose curve; as a rule, active = well fitted curve in the direction sought with a large enough effect; inconclusive = small, poorly fitted or top-dose-only effect, or another doubt; inactive = no such curve, though single readings can be large; an effect the other way counts as inactive or inconclusive. An unsorted share of the library (roughly 4.1% active in at least one column).

SMILES	Abeta yeast res	FUS suppressor	EPAC1 agonist	WRN inhibitor	aSyn yeast inh	IL-2 act	PI5P4Ka inh	PLK1 PBD inh	EPAC1 antagonist
CCN(C(=O)CSc1nnnn1-c1ccc(Cl)cc1)C1CCS(=O)(=O)C1 (configuration not stated)	-9%	22%	7%	-24%	-3%	1.0	1	-5%	-6%
CCN(CC(=O)Nc1ccc(NC(C)=O)cc1)C(=O)c1ccc(Sc2nncn2C)c([N+](=O)[O-])c1	-1%	-1%	2%	7%	2%	-1.9	2	5%	-6%
Cc1nc(Cl)c2c(n1)NC(=O)CO2	1%	-4%	5%	0%	-5%	-0.3	1	2%	2%
Cc1ccccc1OC(C)C(=O)Nc1ccc(S(=O)(=O)N2CCCC2)cc1 (configuration not stated)	8%	nt	1%	-5%	0%	-1.3	-5	-5%	3%
CCc1ccc(-n2c(=O)c3c(C)c(C)sc3n(CC(=O)NCC3CCCO3)c2=O)cc1 (configuration not stated)	-8%	23%	9%	1%	0%	0.4	4	-10%	0%
O=C(NCCCCc1ccccc1)C1CC(c2ccccc2C(F)(F)F)=NO1 (configuration not stated)	-6%	36%	1%	-3%	4%	0.0	1	-8%	-5%
Cc1ccccc1N1CCN(c2ncnc3c2cnn3Cc2ccc(Cl)cc2)CC1	19%	-4%	4%	-1%	20%	-0.6	-1	1%	5%
O=C(O)CSCC(=O)N1CCN(c2cc(C(F)(F)F)nc3ccccc23)CC1	3%	-30%	9%	-1%	-6%	-0.2	9	-8%	-11%
O=C(COc1ccc(S(=O)(=O)NC2CCCCC2)cc1Cl)Nc1ccc2c(c1)OCO2	17%	15%	19%	-14%	8%	3.1	nt	-19%	-9%
Cc1cc(/C=N/NC(N)=S)c(C)n1-c1ccc(Cl)cc1	10µM*	?	-1%	6%	2%	-3.6	-17	30µM*	-9%
O=C(CCN1C(=O)c2ccccc2C1=O)Nc1ccccc1C(F)(F)F	-6%	-16%	-9%	4%	3%	-1.4	0	-14%	-7%
CCCOc1ccc(/C(O)=C2/C(=O)C(=O)N(CCN(C)C)C2c2ccncc2)cc1 (configuration not stated)	1%	6%	2%	0%	0%	1.2	0	-4%	-12%
Cc1nc(C)c(-c2ccc(SCc3ccc(Cl)cc3)nn2)s1	-25%	?	16%	-6%[57.1 µM]	14%	-1.8	14	-13%	-1%
Cc1cc(C)nc(SCC(=O)Nc2ncc(Cc3cccc(Cl)c3Cl)s2)n1	11%	-2%	-1%	1%	5%	0.6	-1	5%	8%
CCNc1nc(NCC)n2c(SCC(=O)Nc3ccccc3)nnc2n1	-2%	4%	7%	-5%	1%	-1.0	3	-1%	-1%
O=C(CSc1nnc(CNC(=O)c2cccs2)o1)Nc1ccc2c(c1)OCO2	-4%	18%	6%	-10%	0%	-0.8	-5	-15%	-7%
O=C(Nc1nnc(SCc2ccc(F)cc2)s1)c1ccccn1	-79%[inhibitor]	31%	-2%	-2%	4.5µM*	-4.0	-13	-8%	-18%
COc1cc(NC(=O)c2cc([N+](=O)[O-])ccc2NC(=O)CNC2CCCCC2)cc(OC)c1	7%	0%	7%	-9%	2%	-3.0	-16	-13%	2%
Cc1cc(C)n2nc(S(=O)(=O)NCCc3ccccc3)nc2n1	-1%	1%	-4%	-8%	1%	-0.2	-1	-5%	-12%
O=C(O)c1ccc(S(=O)(=O)N2CCC(c3nc(-c4ccccc4Cl)no3)CC2)cc1	-1%	27%	6%	-1%	-1%	-1.5	nt	-9%	11%
COc1ccc(NC(=O)Cc2cccc(F)c2)cc1S(=O)(=O)Nc1ccccc1Cl	6%	5%	14%	-16%	0%	-0.5	4	1%	-6%
S=C1NC(C23CC4CC(CC(C4)C2)C3)=CC(c2ccc3c(c2)OCO3)N1 (configuration not stated)	?	7%	15%	-7%	13%	-0.3	-15	?	10%
CC1(C)OC(=O)C(=Cc2ccc(-c3ccc(S(N)(=O)=O)cc3)o2)C(=O)O1	32%	4%	7%	?	0%	-1.3	-59*	1.3µM*	-8%
C/C(=N\NC(=O)Cc1cc(=O)[nH][nH]1)c1cccc([N+](=O)[O-])c1	-8%	-7%	-6%	6%	0%	0.9	1	-1%	6%
O=C(NCCN1CCCOC1=O)C(=O)NCCN1CCCOC1=O	3%	-23%	1%	-4%	18%	-0.8	8	-3%	0%

Overlap with the part before: four compounds, followed by the next part.
SMILES	Abeta yeast res	FUS suppressor	EPAC1 agonist	WRN inhibitor	aSyn yeast inh	IL-2 act	PI5P4Ka inh	PLK1 PBD inh	EPAC1 antagonist
S=C1NC(C23CC4CC(CC(C4)C2)C3)=CC(c2ccc3c(c2)OCO3)N1 (configuration not stated)	?	7%	15%	-7%	13%	-0.3	-15	?	10%
CC1(C)OC(=O)C(=Cc2ccc(-c3ccc(S(N)(=O)=O)cc3)o2)C(=O)O1	32%	4%	7%	?	0%	-1.3	-59*	1.3µM*	-8%
C/C(=N\NC(=O)Cc1cc(=O)[nH][nH]1)c1cccc([N+](=O)[O-])c1	-8%	-7%	-6%	6%	0%	0.9	1	-1%	6%
O=C(NCCN1CCCOC1=O)C(=O)NCCN1CCCOC1=O	3%	-23%	1%	-4%	18%	-0.8	8	-3%	0%
COc1ccc(-n2c(=S)[nH]c3cc(C(=O)NCCCN4CCCC4=O)ccc3c2=O)c(OC)c1	-18%	?	1%	2%	-4%	1.9	3	-6%	13%
Cc1ccc(S(=O)(=O)N2CCOCC2)cc1NC(=O)COC(=O)c1ccccc1OCc1c(C)noc1C	13%	10%	13%	-6%	11%	-1.3	-6	-2%	-16%
COc1ccc(NC(=O)CSc2ccc(-c3ccccn3)nn2)cc1OC	27%	0%	-5%	9%	0%	-0.1	-3	-2%	11%
Cc1[nH]oc(=O)c1N=Nc1ccc2[nH]c(=O)[nH]c2c1	-7%	16%	2%	-13%	-5%	-0.2	?	-17%	-17%
CCn1c(SCC(=O)Nc2ccc(C(=O)OC)cc2)nc2cccnc21	19%	13%	5%	-1%	2%	0.0	3	-7%	5%
COc1cccc2cc(C(=O)NCCC3=CCCCC3)c(=O)oc12	-20%	9%	13%	-7%	-9%	-3.5	-2	-26%	-9%
CCOc1ccccc1C(=O)Nc1ccc(NC(=O)c2ccccc2)cc1	-5%	-9%	-4%	0%	-6%	-2.1	8	2%	-12%
O=C(O)C1CC(O)CN1C(=O)c1ccco1 (configuration not stated)	-1%	9%	-2%	-4%	-11%	-2.1	0	-7%	6%
COc1ccc(CCNC(=O)C2CCN(S(=O)(=O)N3CCC4(CC3)OCCO4)CC2)cc1OC	-7%	7%	0%	-5%	2%	0.1	2	2%	8%
COC(=O)C1[C@H]2SC(C)(C)C(C(=O)OC)N2C(=O)N1Cc1nc2ccccc2s1 (some centres not stated)	-16%	13%	6%	0%	-7%	-0.1	2	-5%	-9%
CCOc1ccc(NS(=O)(=O)c2ccc(NC(=O)c3ccccc3C(=O)O)cc2)cc1	-2%	-6%	0%	?	-2%	1.1	4	-8%	-4%
Cc1nc(-c2ccc(F)cc2)c(CC(=O)NCC(=O)Nc2ccc(F)c(F)c2)s1	-4%	-2%	4%	-10%	4%	-0.7	0	-2%	-6%
O=C(COc1ncnc2ccccc12)N1CCOCC1	-12%	20%	-2%	1%	1%	0.5	2	-2%	1%
Cc1cc(C)n(-c2nc3ccccc3s2)n1	?	-3%	-14%	-2%	7%	-1.5	4	-4%	8%
CC1CCCN(C(=O)CCNC(=O)c2ccccc2Cl)C1 (configuration not stated)	-2%	-3%	9%	4%	1%	10	1	-9%	17%
COCc1cc(C)nc(SCc2ccccc2Cl)c1C#N	-7%	-9%	-3%	-5%	-8%	5.2	19	-4%	16%
Cc1ccccc1/C=C\c1nc2ccccc2c(=O)[nH]1	-2%	-5%	-2%	?	-15%	-2.0	2	-2%	-15%
O=C(COC(=O)c1nc(Cl)ccc1Cl)NNC(=O)c1cccs1	1%	-4%	-1%	-15%	3%	0.3	2	-7%	-20%
O=C(O)c1cc(Nc2nc(N3CCOCC3)nc(N3CCOCC3)n2)ccc1Cl	-2%	9%	-3%	4%	-3%	-3.9	-5	-7%	-4%
O=C(Nc1ccccc1-c1ccccc1)C12CC3CC(CC(C3)C1)C2	6%	2%	7%	-8%	-9%	-0.1	2	6%	-23%
CC(C)(C)C(=O)Nc1ccc(C(=O)N/N=C/c2ccccc2OC(=O)c2ccc(Cl)cc2)cc1	13%	22µM*	-8%	-22%	2%	0.3	6	1%	-17%
COc1cc(C)nc(N2CCCC(C(=O)NCC(C)C)C2)n1 (configuration not stated)	15%	-9%	9%	-4%	-2%	-0.5	-2	-3%	0%
CC(C)(C)c1nnc2sc(SCC(O)=C(C#N)c3nc4ccccc4[nH]3)nn2c1=O	0%	13%	-5%	-21%[11.6 µM]	-11%	-0.6	-57*	-30%	?
COc1ccc(C2N(c3ccc(Cl)cc3)C(=O)C3CCCN32)cc1 (configuration not stated)	17%	-16%	5%	6%	0%	1.0	-4	-3%	-4%
O=C(c1ccccc1Cl)N(Cc1ccccc1F)N1C(=O)CCCC1=O	0%	7%	-7%	0%	2%	-0.2	4	5%	-3%
CC(=O)N(c1ccccc1C)c1ccccc1C	4%	-2%	11%	4%	4%	-0.4	-2	-13%	-6%
COc1ccc(NC(=O)c2ccc3c(c2)n(C)c(=O)n3C)cc1	0%	-2%	3%	1%	-10%	1.0	4	-7%	2%

Source: PubChem BioAssay (National Center for Advancing Translational Sciences (NCATS))
